Screening results: PubChem, several laboratories
ZTA counter – counter-screen for EBNA-1 inhibitors: inhibitors of Epstein-Barr virus ZTA; P03206; inhibition, % at 11 µM; ZTA-DNA binding, fluorescence polarization; 0.15% of 320,000 active; in the data active = inhibition above about 33%
EBNA-1 inh – EBNA-1 DNA-binding inhibitors, primary screen, biochemical, fluorescence polarization. AID 1950, 2009. inhibition, % at 14.8 µM. 0.34% of 300,000 active; in the data active = inhibition above about 28%
MEP2 TOR yeast – modulators of MEP2-GFP levels in yeast, primary screen, S. cerevisiae, multiplex flow cytometry, MLPCN library. S. cerevisiae MEP2-GFP strain, 3 h; 100% = DMSO control level. AID 2016, 2009. GFP response vs DMSO, % at 10 µM. 0.51% of 330,000 active;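 active = GFP response versus DMSO above a set limit, roughly screen mean plus 3 SD, cut at about 180% in these data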;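 note: median GFP fluorescence of the barcode-gated MEP2-GFP cells per well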
procasp7 counter – procaspase-7 activators, primary screen, counter-screen for procaspase-3 activator project, biochemical, absorbance, HTS, human | activation, % at 8.5 µM | 0.093% of 330,000 active | Caspase-7 (Homo sapiens), P55210 | recombinant procaspase-7, Ac-DEVD-pNA absorbance 405 nm; D23A/D198A/D206A triple mutant, cannot self-cleave; scale: DMSO 0, 5 µM enzyme 100;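 active = percent activation above the screen-wide mean plus 3 SD, cut at about 25% in these data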
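Assay system: Uncleavable procaspase-7 mutant enzyme | Input: 2 µM procaspase-7 mutant as dispensed | Timing: 1 h compound preincubation, 2 h substrate cleavage, 25 °C | Repeats: One well per compound | Control set: DMSO wells as 0%, DMSO with 5 µM added PC-7 as 100% | Technique: Epi-absorbance of released pNA at 405 nm, two timepoints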
LAP4 TOR yeast – modulators of LAP4-GFP expression in yeast, primary screen, S. cerevisiae, multiplex flow cytometry, MLPCN library | GFP response vs DMSO, % at 10 µM | AID 2023, 2009 | 3 h; median GFP as percent of DMSO wells | 0.34% of 320,000 active;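 active = GFP response vs DMSO above a set limit, about the screen mean plus 3 SD, cut at about 150% in these data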
RPL19A TOR yeast – RPL19A-GFP expression modulators in yeast, primary screen, cell-based, S. cerevisiae, multiplex flow cytometry, MLPCN; 0.3% of 330,000 active; percent response vs DMSO, % at 10 µM; S. cerevisiae RPL19A-GFP strain, 3 h; active compounds read low;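 active = percent response vs DMSO below 50%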;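 note: median channel GFP fluorescence of the barcoded RPL19A-GFP strain; ratio of sample median GFP to plate DMSO average so 100% = DMSO; lower means less RPL19A-GFP as with rapamycin TOR inhibition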
AHR activator – AHR activators, primary screen, cell-based, luminescence, luciferase reporter, human | Aryl hydrocarbon receptor (Homo sapiens), P35869 | AHR-responsive luciferase reporter cells | activation, % at 5 µM | 2.5% of 320,000 active; in the data active = activation above about 47%;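 note: 0% = vehicle wells and 100% = reference agonist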
proCasp3 act – activators of human procaspase-3 D3A mutant, primary screen, biochemical, absorbance, PC-3 D3A mutant, single concentration; AID 463141, 2010; 0.11% of 330,000 active; recombinant procaspase-3 D3A, Ac-DEVD-pNA absorbance 405 nm; activation, % at 8.5 µM;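 active = activation above the mean of all tested compounds plus 3 SD, cut at about 21% in these data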;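 note: 0% = DMSO alone and 100% = DMSO wells spiked with extra 5 µM PC-3 D3A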
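Compound: 8.5 µM single point, 0.8% DMSO / Material: Autoprocessing-dead procaspase-3 D3A mutant enzyme / Timing: 1 h preincubation plus 2 h reaction at 25 °C / Medium: Zinc-free HEPES/NaCl buffer with 0.01% Triton X-100 at pH 7.4 / Technique: 405 nm absorbance of p-nitroaniline, reads at 0 and 120 min / Repeats: one well per compound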
Starred values were filed as active, the others as inactive; · = not tested or not shown.

SMILES | ZTA counter | EBNA-1 inh | MEP2 TOR yeast | procasp7 counter | LAP4 TOR yeast | RPL19A TOR yeast | AHR activator | proCasp3 act
CS(=O)(=O)NCC(c1ccco1)N1CCN(c2ccc(F)cc2)CC1 (stereo not given) | -7 | 3 | 108 | -5 | 98 | 103 | -4 | 3
Cn1c(CN2CCCC2)nc2cc(NC(=O)COc3ccccc3)ccc21 | 9 | 0 | 102 | 4 | 90 | 88 | 8 | 7
Cc1ccc(C)c(OC(=O)c2cccnc2Cl)c1C | 15 | 11 | 92 | 6 | 107 | 93 | 3 | 1
CCc1nnc2n1N=C(c1ccc(Br)cc1)CS2 | 8 | -8 | 110 | 2 | 95 | 108 | 0 | 6
C=CCNC(=O)c1ccccc1SCc1c(C)noc1C | 14 | 2 | 99 | -14 | 102 | 103 | -5 | -27
Cc1cccc2cc(C3CC(c4ccco4)=NN3S(=O)(=O)c3ccccc3)c(Cl)nc12 (stereo not given) | -17 | -12 | 105 | 1 | 99 | 100 | 0 | 7
Cc1cccc(C)c1OCC(=O)Nc1c(C)nn(C)c1C | -1 | -1 | 96 | 6 | 94 | 102 | 8 | 15
Cn1nc(C(=O)NCc2cccc(F)c2)cc1C(=O)NCc1cccc(F)c1 | -12 | · | 101 | 13 | 98 | 99 | -1 | 6
Cc1ccc(Cn2nnc3c(=O)[nH]c(C4CCN(S(=O)(=O)c5ccccc5F)CC4)nc32)cc1 | 6 | 7 | 99 | 2 | 95 | 100 | -1 | 7
CC(=O)c1cccc(NC(=O)CN(C)S(=O)(=O)c2ccc3c(c2)CCC(=O)N3)c1 | 13 | 2 | 99 | 3 | 101 | 108 | 0 | 3
Cc1nn(-c2ccccc2)c(C)c1-c1ccccc1O | -3 | 1 | 100 | -1 | 83 | 107 | 1 | -1
CCOC(=O)c1c(N)sc2c1CCSC2 | 9 | 12 | 98 | -8 | 97 | 101 | 12 | -17
COc1cc(CNc2ccccc2)c([N+](=O)[O-])cc1OC | 5 | 12 | 103 | 8 | 96 | 96 | 1 | -9
C=CCN(c1ccc(F)cc1)S(=O)(=O)c1cc(C(=O)OCC(=O)N(C)C2CCS(=O)(=O)C2)ccc1Cl (stereo not given) | -24 | -6 | 103 | 4 | 97 | 97 | -1 | 0
O=C(/C=C/c1ccc(O)cc1)c1ccc(NC2=C(N3CCCCC3)C(=O)c3ccccc3C2=O)cc1 | -4 | 2 | 99 | -3 | 107 | 96 | 4 | -3
COc1ccc(CN2C(=O)C(CC(C)C)Nc3ncnc(N4CCCCC4)c32)cc1 (stereo not given) | 8 | 6 | 92 | -5 | 106 | 102 | 5 | 1
COc1cc(C(C#N)N2CCCCC2)ccc1O (stereo not given) | -12 | -7 | 104 | 5 | 91 | 96 | 6 | 2
Cc1noc(C)c1S(=O)(=O)N1CCC(C(=O)Nc2ccc(Br)cc2)CC1 | 10 | -2 | 92 | 4 | 86 | 95 | 0 | 3
COc1cc(-c2nnc(COC(=O)CSCC(=O)Nc3cc(C)on3)o2)cc(OC)c1OC | 4 | 9 | 108 | 9 | 116 | 101 | -2 | 0
CN(C1=C(NC(=O)c2ccccc2)C(=O)c2ccccc2C1=O)C1CCS(=O)(=O)C1 (stereo not given) | 9 | 0 | 107 | 3 | 87 | 112 | 47 | -6
O=c1cc(O)c2ccccc2[nH]1 | -18 | -8 | 113 | 1 | 116 | 108 | 1 | -1
O=c1[nH][nH]c(-c2ccccc2O)c1C(C[N+](=O)[O-])c1cccc(Cl)c1 (stereo not given) | -5 | 11 | 113 | -14 | 105 | 105 | 12 | -10
CCc1ccc(OC(C)C(=O)Nc2ccc(S(=O)(=O)Nc3nccs3)cc2)cc1 (stereo not given) | 2 | 12 | 101 | -10 | 98 | 100 | 0 | -9
Cc1cccc(NC(=O)C2CC(=O)n3cnnc3S2)c1 (stereo not given) | 1 | -2 | 97 | -34 | 146 | 101 | -2 | -21
NS(=O)(=O)c1ccc(CCNC(=O)COC(=O)c2nc(Cl)ccc2Cl)cc1 | -9 | · | 87 | -2 | 84 | 85 | 1 | 4

Single records, as listed above.
Entry for COc1ccc(CN2C(=O)C(CC(C)C)Nc3ncnc(N4CCCCC4)c32)cc1 (stereo not given) : ZTA counter = 8; EBNA-1 inh = 6; MEP2 TOR yeast = 92; procasp7 counter = -5; LAP4 TOR yeast = 106; RPL19A TOR yeast = 102; AHR activator = 5; proCasp3 act = 1
Entry for Cn1c(CN2CCCC2)nc2cc(NC(=O)COc3ccccc3)ccc21 : ZTA counter = 9; EBNA-1 inh = 0; MEP2 TOR yeast = 102; procasp7 counter = 4; LAP4 TOR yeast = 90; RPL19A TOR yeast = 88; AHR activator = 8; proCasp3 act = 7

The listing picks up with the 6 entries that preceded the break.
SMILES | ZTA counter | EBNA-1 inh | MEP2 TOR yeast | procasp7 counter | LAP4 TOR yeast | RPL19A TOR yeast | AHR activator | proCasp3 act
CN(C1=C(NC(=O)c2ccccc2)C(=O)c2ccccc2C1=O)C1CCS(=O)(=O)C1 (stereo not given) | 9 | 0 | 107 | 3 | 87 | 112 | 47 | -6
O=c1cc(O)c2ccccc2[nH]1 | -18 | -8 | 113 | 1 | 116 | 108 | 1 | -1
O=c1[nH][nH]c(-c2ccccc2O)c1C(C[N+](=O)[O-])c1cccc(Cl)c1 (stereo not given) | -5 | 11 | 113 | -14 | 105 | 105 | 12 | -10
CCc1ccc(OC(C)C(=O)Nc2ccc(S(=O)(=O)Nc3nccs3)cc2)cc1 (stereo not given) | 2 | 12 | 101 | -10 | 98 | 100 | 0 | -9
Cc1cccc(NC(=O)C2CC(=O)n3cnnc3S2)c1 (stereo not given) | 1 | -2 | 97 | -34 | 146 | 101 | -2 | -21
NS(=O)(=O)c1ccc(CCNC(=O)COC(=O)c2nc(Cl)ccc2Cl)cc1 | -9 | · | 87 | -2 | 84 | 85 | 1 | 4
CCOC(=O)C1=NNC2C(=O)N(C3CCCCC3)C(=O)C12 (stereo not given) | 19 | 10 | 95 | 4 | 100 | 100 | -1 | 3
Cc1cc(CN(C)C(=O)CC2C(=O)NCCN2Cc2c(F)cccc2Cl)on1 (stereo not given) | 13 | 8 | 96 | 10 | 104 | 101 | 0 | 1
Cc1cc2cc(C=O)c(Cl)nc2cc1C | 4 | 3 | 98 | 4 | 108 | 95 | 1 | 2
Fc1cccc(Cc2noc(CN3CCN(C4CCc5ccccc5C4)CC3)n2)c1 (stereo not given) | 6 | 4 | 104 | 4 | 90 | 101 | -1 | 10
CC1CCCN(C(=O)Cc2ccc(F)cc2)C1 (stereo not given) | -9 | -6 | 100 | -4 | 98 | 101 | -1 | 10
COc1ccc(NC(=O)/C(C#N)=C\c2ccc(Br)o2)cc1 | 0 | -9 | 94 | 3 | 114 | 102 | 43 | -1
O=C(c1cccs1)N1CCCC(c2nc3c(nnn3Cc3ccccc3Cl)c(=O)[nH]2)C1 (stereo not given) | 14 | -2 | 101 | 2 | 113 | 98 | 0 | -3
Clc1ccc(-c2cn(-c3ccccc3)c3[n+]2CCS3)cc1 | 6 | 4 | 101 | -5 | 98 | 98 | 4 | 5
COCCN(CC(=O)NCc1ccccc1)C(=O)CCC(=O)Nc1nccs1 | 16 | 0 | 113 | 4 | 97 | 100 | 1 | 1
CC(C)NC(=O)c1ccccc1NC(=O)Cc1ccc(Cl)cc1 | -11 | 0 | 104 | 6 | 101 | 99 | 0 | 3
O=C(c1cc(S(=O)(=O)N2CCOCC2)ccc1Cl)N1CCCCC1CO (stereo not given) | · | · | 105 | 2 | 103 | 102 | -1 | 12
O=C(NNS(=O)(=O)c1ccccc1)c1cnn(-c2ccc(Cl)cc2)c1C(F)(F)F | -2 | -5 | 100 | -4 | 111 | 97 | -1 | -3
CCNC(=O)CC1SC(=Nc2cccc3ccccc23)N(C)C1=O (stereo not given) | 0 | -8 | 99 | 5 | 91 | 99 | 6 | 4
CC(C)(C)C(=O)Nc1nnc(-c2ccncc2)o1 | 2 | -5 | 98 | 2 | 103 | 103 | 6 | 2
CCOc1ccc(-c2c(=O)n(OCc3ccc([N+](=O)[O-])cc3)c3ccccc3[n+]2[O-])c(OCC)c1 | -4 | -1 | 95 | 2 | 96 | 94 | 0 | 3
Cc1c(C(=O)NC(=S)Nc2ccccc2N2CCCC2)cccc1[N+](=O)[O-] | 2 | 4 | 91 | 8 | 100 | 96 | 18 | -7
CC1CC1C(=O)OCC(=O)Nc1ncc(Cl)cc1Cl (stereo not given) | -8 | 4 | 101 | -5 | 95 | 96 | 3 | -2
Cc1ccn(C(C)CC(=O)N2CCc3ccccc32)n1 (stereo not given) | -3 | -9 | 93 | -5 | 93 | 99 | 16 | 10
CCOC(=O)N1CCC(N(C(=O)Nc2ccc(Cl)c(Cl)c2)C(C)CC)CC1 (stereo not given) | 7 | 4 | 108 | -1 | 101 | 98 | 0 | 4
O=C(CCc1ccccc1)Nc1nnc(-c2cccs2)o1 | -3 | 8 | 102 | 4 | 96 | 98 | 5 | 11
COc1ccc(C2CC(=O)C3=C(C2)Nc2ccccc2N(C(=O)CCC(=O)O)C3c2ccc(F)cc2)cc1 (stereo not given) | -13 | -1 | 102 | 9 | 102 | 100 | 2 | 1
C=C(C)COc1ccc2c(C)c(CC(=O)N3C[C@H]4C[C@@H](C3)c3cccc(=O)n3C4)c(=O)oc2c1 | -1 | -11 | 105 | -5 | 101 | 105 | 0 | -5
O=c1[nH]cnc2onc(-c3ccc(F)cc3)c12 | 11 | -14 | 102 | 0 | 101 | 99 | 1 | 1
CC(NC(=O)NC1CCCCC1)c1ccccc1 (stereo not given) | -24 | 4 | · | 6 | · | · | 6 | -11
Cc1noc(C)c1COC(=O)CCOc1ccccc1 | 4 | -5 | 101 | -2 | 107 | 102 | 1 | -5
COc1ccc(CCNC(=O)CSc2ccccn2)cc1OC | -2 | -8 | 109 | -4 | 113 | 100 | 3 | 1
CCc1cccc2sc(NC(=O)c3ccc(N4C(=O)CCC4=O)cc3)nc12 | 4 | -9 | 99 | -6 | 95 | 108 | 10 | 5
Cc1ccc(S(=O)(=O)NCc2ccccn2)c(C)c1 | 4 | 2 | 100 | -1 | 106 | 99 | -1 | -2

Of the compounds above, these contain a cyano group.
SMILES | ZTA counter | EBNA-1 inh | MEP2 TOR yeast | procasp7 counter | LAP4 TOR yeast | RPL19A TOR yeast | AHR activator | proCasp3 act
COc1cc(C(C#N)N2CCCCC2)ccc1O (stereo not given) | -12 | -7 | 104 | 5 | 91 | 96 | 6 | 2
COc1ccc(NC(=O)/C(C#N)=C\c2ccc(Br)o2)cc1 | 0 | -9 | 94 | 3 | 114 | 102 | 43 | -1
